LGR2 inh: inhibitors of bursicon-induced LGR2 CRE-luciferase signal, primary screen, cell-based, HEK293, CRE-luciferase reporter, bursicon stimulation; bursicon-stimulated, 4 h; inhibition, % at 9.99 µM; Drosophila bursicon receptor LGR2 (rickets); actives 0.35% (n = 380,000);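 active = drop in luminescence signal, shown as inhibition above about 50% in the replicate tests, limit read from the data, passing the limit was not always enough; inconclusive = probably only some replicates passing the limit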;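 also: agonist challenge used bursicon conditioned medium at about half maximal strength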
PAX8 inh HTS: inhibitors of PAX8-driven TPO luciferase reporter, primary screen, RMG-I cells, single concentration; actives 1.2% (n = 360,000); inhibition, % at 12.6 µM; AID 652154, 2013; SteadyGlo, 24 h;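 active = mean replicate inhibition at least 60% with every replicate also reaching 60%; inconclusive = only one of the two criteria is met; inactive = mean below 60% and not all replicates reaching 60%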;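 also: luciferase light reporting Pax8 driven TPO promoter activity; plate controls were median of neutral control wells for no effect and mitoxantrone controls for full effect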
SIRT5 inh: SIRT5 desuccinylase inhibitors, primary screen, biochemical, fluorescence imaging, single point, set 5. NAD-dependent protein deacylase sirtuin-5, mitochondrial (Homo sapiens), Q9NXA8. Purified SirT5, succinyl-peptide AMC, trypsin-coupled fluorescence. inhibition, % at 15 µM. actives 1.1% (n = 330,000); in the data active = inhibition above about 15%; inconclusive = no clear call, values can overlap the other calls
Target sequence (Q9NXA8 whole entry, looked up): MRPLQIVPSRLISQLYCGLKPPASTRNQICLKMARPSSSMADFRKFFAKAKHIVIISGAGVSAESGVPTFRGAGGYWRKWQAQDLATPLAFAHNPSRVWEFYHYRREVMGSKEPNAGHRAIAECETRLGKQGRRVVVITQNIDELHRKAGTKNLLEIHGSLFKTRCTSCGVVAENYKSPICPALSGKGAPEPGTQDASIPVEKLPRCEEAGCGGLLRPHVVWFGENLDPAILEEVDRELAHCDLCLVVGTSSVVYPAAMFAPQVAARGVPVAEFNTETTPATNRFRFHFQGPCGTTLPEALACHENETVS
DENV2 CPE rescue: inhibitors of DENV2 cytopathic effect, primary screen, cell-based, plate reader, single concentration; actives 1.7% (n = 350,000); CPE inhibition, % at 9.99 µM; DENV2-infected cells, cytopathic effect rescue; in the data active = CPE inhibition above about 20%, passing the limit was not always enough; inconclusive = no clear call, values can overlap the other calls; tested in BHK-21 cells;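 also: 0% = median of neutral control wells and 100% = median of positive control wells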
Casp6 inh: human caspase-6 inhibitors, primary screen, biochemical, VEID-R110 fluorescence, single point, set 2. actives 0.53% (n = 350,000). inhibition, % at 12.5 µM. purified caspase-6, Z-VEID-R110 cleavage fluorescence;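 active = mean inhibition across replicates at least about 35%, with every replicate also reaching that limit, limit read from the data; inconclusive = only one of the two criteria met; inactive = neither criterion met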;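 also: 0% = median of neutral control wells and 100% = no fluorescence left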
Target sequence (P55212 24-179 limits assumed): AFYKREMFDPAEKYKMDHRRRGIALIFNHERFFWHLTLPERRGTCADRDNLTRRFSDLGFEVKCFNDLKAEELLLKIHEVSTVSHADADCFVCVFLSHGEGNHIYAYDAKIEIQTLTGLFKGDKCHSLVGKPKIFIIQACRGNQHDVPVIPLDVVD
Target sequence (P55212 194-293 limits assumed): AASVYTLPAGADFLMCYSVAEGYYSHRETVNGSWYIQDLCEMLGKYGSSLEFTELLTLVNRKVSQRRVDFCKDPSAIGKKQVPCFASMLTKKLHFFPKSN
EWS-Fli block: EWS/Fli-driven NR0B1 reporter inhibitors, primary screen, A673 cells, NR0B1 luciferase, luminescence, MLPCN library. viability-normalised. inhibition, % at 12.6 µM. actives 0.67% (n = 350,000);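 active = mean inhibition of at least 50% after viability correction, with every replicate also passing that limit; inconclusive = mean reaches 50% but only one of two replicates passes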;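 also: firefly luciferase signal divided by Alamar Blue viability fluorescence both relative to DMSO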
ARNT TACC3 PPI: disruptors of ARNT/TACC3 protein interaction, primary screen, biochemical, AlphaScreen, single concentration | Transforming acidic coiled-coil-containing protein 3 (Homo sapiens), Q9Y6A5 | actives 0.66% (n = 390,000) | inhibition, % at 9.99 µM | AlphaScreen His-ARNT PAS-B/GST-TACC3 binding, luminescence; TACC3 fragment carries E629A point mutation;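 active = mean inhibition of replicates at least 50% and at least half of replicates each reaching 50%; inconclusive = half or more replicates reach 50% but mean below 50%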;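 also: 0% = complete ARNT plus TACC3 wells and 100% = ARNT alone without TACC3; many hits fall short of the cut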
Active calls of the source: *; ? = inconclusive; / = no result given.

1. C[C@@H]1CN([C@H](C)CO)C(=O)c2cc(NC(=O)CCCN(C)C)ccc2O[C@@H](C)CCCCO[C@H]1CN(C)S(=O)(=O)c1cn(C)cn1
2. O=[N+]([O-])c1cc(-c2nc3nc4ccccc4nc3n2CCc2ccccc2)cc([N+](=O)[O-])c1
3. C[C@H]1CN([C@@H](C)CO)C(=O)c2cccc(NC(=O)C3CCCCC3)c2O[C@@H]1CN(C)C(=O)Nc1cccc2ccccc12
4. CCOC(=O)C1CCN(C(=S)NC2CC3C=CC2C3)CC1 (stereo not given)
5. C[C@H]1CN([C@@H](C)CO)C(=O)c2cc(NS(=O)(=O)c3ccc(F)cc3)ccc2O[C@H]1CN(C)Cc1ccccc1
6. CC1(C)C(=O)Nc2ccccc2N1C(=O)COC(=O)Cc1ccccc1F
7. C[C@H]1CN([C@@H](C)CO)C(=O)c2cc(C3=CCCCC3)cnc2O[C@@H]1CN(C)C(=O)c1ccc2c(c1)OCO2
8. CC(=O)NC[C@H]1O[C@@H](n2ccc(N)nc2=O)[C@H](O)[C@@H]1O

assay / entry,1,2,3,4,5,6,7,8
LGR2 inh,-1,4,-1,15,-24,-6,4,-1
PAX8 inh HTS,-28,0,10,1,-8,1,1,-10
SIRT5 inh,-2,/,-12,-1,6,0,6,1
DENV2 CPE rescue,-7,/,16,7,47*,-1,-8,-2
Casp6 inh,-12,/,0,2,3,-3,0,1
EWS-Fli block,3,/,6,0,-2,4,2,-5
ARNT TACC3 PPI,4,-1,-3,-5,-5,-7,3,/

Whole records from above. Order of values: LGR2 inh, PAX8 inh HTS, SIRT5 inh, DENV2 CPE rescue, Casp6 inh, EWS-Fli block, ARNT TACC3 PPI
`C[C@H]1CN([C@@H](C)CO)C(=O)c2cc(NS(=O)(=O)c3ccc(F)cc3)ccc2O[C@H]1CN(C)Cc1ccccc1` in the list: -24, -8, 6, 47*, 3, -2, -5
`C[C@H]1CN([C@@H](C)CO)C(=O)c2cc(C3=CCCCC3)cnc2O[C@@H]1CN(C)C(=O)c1ccc2c(c1)OCO2` in the list: 4, 1, 6, -8, 0, 2, 3
`CCOC(=O)C1CCN(C(=S)NC2CC3C=CC2C3)CC1` (stereo not given) in the list: 15, 1, -1, 7, 2, 0, -5
`C[C@@H]1CN([C@H](C)CO)C(=O)c2cc(NC(=O)CCCN(C)C)ccc2O[C@@H](C)CCCCO[C@H]1CN(C)S(=O)(=O)c1cn(C)cn1` in the list: -1, -28, -2, -7, -12, 3, 4
`CC(=O)NC[C@H]1O[C@@H](n2ccc(N)nc2=O)[C@H](O)[C@@H]1O` in the list: -1, -10, 1, -2, 1, -5, /

Other entries follow:
9. O=C(C[C@H]1C=C[C@H](NC(=O)CN2CCOCC2)[C@H](CO)O1)NC1CCCCC1
10. CCOc1ccc(Br)cc1S(=O)(=O)N1CCSC1
11. CN1C(=O)c2cc(NC(=O)c3cccc(F)c3)ccc2OC[C@@H]2O[C@@H](CC(=O)O)CC[C@@H]21
12. COc1ccc(CC(=O)N2CCN=C2SC)cc1OC
13. NC(=O)c1ncn([C@@H]2O[C@H](CNS(=O)(=O)c3cc(S(=O)(=O)c4ccccc4)cs3)[C@@H](O)[C@H]2O)n1
14. COc1ccc(C2N(C(=O)N(C)C)CCN2S(=O)(=O)c2ccc(OC)cc2)cc1 (stereo not given)
15. NS(=O)(=O)c1cnccc1Nc1ccc(Cl)c(Cl)c1
16. O=C(CCc1ccccc1)NCC1(c2ccccc2)CCCC1

assay / entry,9,10,11,12,13,14,15,16
LGR2 inh,-2,13,-2,-31,-18,-3,5,-5
PAX8 inh HTS,0,-10,8,-6,-14,2,27,40
SIRT5 inh,2,-8,/,0,0,-2,/,-2
DENV2 CPE rescue,4,5,-1,1,-1,-1,/,8
Casp6 inh,3,3,/,6,-2,-2,/,1
EWS-Fli block,3,1,-7,7,-8,-1,/,12
ARNT TACC3 PPI,-12,-4,21,-4,/,8,-3,-10

17. CCc1ccc2c(c1)NC(=O)C2(C)Cc1ccccc1OC (stereo not given)
18. COc1ccccc1NC(=O)C(=O)NNS(=O)(=O)c1ccc2ccccc2c1
19. Cc1csc2ncnc(N3CCN(C(=O)Nc4ccc(OC(F)(F)F)cc4)CC3)c12
20. Cn1cc([N+](=O)[O-])c(C(=O)Nc2cc(Oc3ccccc3)cc([N+](=O)[O-])c2)n1
21. C[C@@H]1CCCCO[C@H](CN(C)C(=O)NC2CCCCC2)[C@H](C)CN([C@@H](C)CO)C(=O)c2cc(NC(=O)Nc3ccccc3)ccc2O1
22. Nc1ccc(C2(c3ccc(N)cc3)c3ccccc3C(=O)c3ccccc32)cc1
23. C[C@H]1CN([C@@H](C)CO)S(=O)(=O)c2ccc(-c3ccncc3)cc2O[C@@H]1CN(C)C(=O)Nc1ccc(F)cc1
24. NC(=O)C1CCN(C(=O)c2cc(S(=O)(=O)N3CCOCC3)ccc2Cl)CC1

assay / entry,17,18,19,20,21,22,23,24
LGR2 inh,7,4,/,8,8,6,-2,1
PAX8 inh HTS,10,-31,5,/,8,10,/,14
SIRT5 inh,/,0,-2,-2,6,-3,-4,4
DENV2 CPE rescue,?,-5,10,-5,12,2,10,1
Casp6 inh,-3,6,4,3,-2,4,0,-1
EWS-Fli block,-20,-8,10,54*,2,7,4,1
ARNT TACC3 PPI,/,2,-8,-1,-9,-1,2,-9

25. CCCNC(=O)N1[C@@H]2Cn3c(cccc3=O)[C@H]1[C@@H](C(=O)NCC(F)(F)F)[C@@H]2CO
26. Cc1sc(N)nc1C12CC3CC(CC(C3)C1)C2
27. NS(=O)(=O)c1ccc(CCNC(=O)COC(=O)CCc2c[nH]c3ccccc23)cc1
28. O=C(N/N=C/c1sc(=O)[nH]c1-[n+]1ccccc1)c1ccccc1[O-]
29. CCOc1cc(NC(=S)NCCCN2CCOCC2)c(OCC)cc1NC(=O)c1ccc(OC)cc1
30. Nc1[nH]c(C(=O)c2ccccc2)c(-c2ccc3ccccc3c2)c1C(=O)NCc1ccc(F)cc1
31. CC(C)(C)C(=O)NC1CCN(S(=O)(=O)c2ccc(C(F)(F)F)cc2)CC1
32. CCOc1ccc(Br)cc1/C=N/O

assay / entry,25,26,27,28,29,30,31,32
LGR2 inh,-9,14,-5,1,-6,17,1,15
PAX8 inh HTS,/,-4,-8,-22,10,-13,/,/
SIRT5 inh,-1,-4,-4,6,-3,6,-1,-3
DENV2 CPE rescue,-5,0,-2,7,-1,6,/,3
Casp6 inh,-1,2,-1,5,-4,-3,3,-2
EWS-Fli block,-2,0,1,-7,12,1,-2,-6
ARNT TACC3 PPI,-3,/,-3,5,1,/,-5,-100

33. O=C(O)/C=C/c1ccc(S(=O)(=O)N(CCO)CCO)cc1
34. COc1ccc2ccccc2c1/C=N\NC(=O)c1cccnc1
35. O=C(COC(=O)c1n[nH]c2ccccc12)Nc1ccccc1
36. CCOc1cc(CNCCSc2nnnn2C)cc(Br)c1OCc1ccc(F)cc1
37. CC1(C(=O)NS(=O)(=O)c2cccc(F)c2)CCN1C(=O)Cc1ccccc1Cl (stereo not given)
38. CC(=O)Nc1ccc(C(F)(F)F)cc1Cl
39. C[C@@H]1CC=C[C@H]2[C@H]1C(=O)N(Cc1ccccc1)[C@H]2c1ccc2ccccc2c1Br
40. CC(Oc1ccc(Br)cc1Br)C(=O)Nc1cccnc1Cl (stereo not given)

assay / entry,33,34,35,36,37,38,39,40
LGR2 inh,25,-8,-53,9,3,/,20,-5
PAX8 inh HTS,16,12,-132,36,2,16,1,/
SIRT5 inh,-1,-1,-8,-1,/,0,/,8
DENV2 CPE rescue,2,-1,-1,17,-8,3,/,-4
Casp6 inh,0,-1,0,0,-1,2,7,0
EWS-Fli block,1,1,-69,17,-7,11,13,-4
ARNT TACC3 PPI,/,/,-6,3,/,-7,-4,1

41. CCOc1c(Cl)cc(/C=C/C(=O)N(CC)CC(=O)Nc2ccc(NC(C)=O)cc2)cc1OC
42. COCCNC(=O)[C@@H]1[C@@H](CO)[C@@H]2Cn3c(ccc(C4=CCCCC4)c3=O)[C@H]1N2C(=O)C1CCCC1
43. O=C1N/C(=N\N=C\c2cccs2)SC1Cc1cccc(Cl)c1 (stereo not given)
44. C[C@@H]1CCCCO[C@@H](CN(C)CC2CCCCC2)[C@H](C)CN([C@H](C)CO)C(=O)c2cc(NC(=O)Nc3cccc4ccccc34)ccc2O1
45. COc1cccc(CCNC(=O)c2cccc(NC(=O)C3=C(C)OCCS3)c2)c1
46. COc1ccc(CNc2ncc(-c3ccc(Br)cc3)n2C)cc1OC
47. COc1ccc(-c2nc(SC(C)C(=O)Nc3ccc(NC(C)=O)cc3)n[nH]2)cc1 (stereo not given)
48. CCCCNC(=O)c1ccc(CS(=O)(=O)c2ccc(OC)cc2)o1

assay / entry,41,42,43,44,45,46,47,48
LGR2 inh,-2,-2,9,10,-1,-2,-1,0
PAX8 inh HTS,-1,-4,6,-14,-8,-3,-8,7
SIRT5 inh,-1,-28,/,6,-2,-1,-8,/
DENV2 CPE rescue,-1,-4,/,118*,1,1,-10,-9
Casp6 inh,0,5,/,3,-2,-2,3,1
EWS-Fli block,-4,-6,/,90*,-6,4,-1,3
ARNT TACC3 PPI,-4,/,0,18,2,28,1,0

The last 3 records of the section before come first, to join the parts:
46. COc1ccc(CNc2ncc(-c3ccc(Br)cc3)n2C)cc1OC
47. COc1ccc(-c2nc(SC(C)C(=O)Nc3ccc(NC(C)=O)cc3)n[nH]2)cc1 (stereo not given)
48. CCCCNC(=O)c1ccc(CS(=O)(=O)c2ccc(OC)cc2)o1
49. COc1ccc(/C=N\NC(=O)c2sccc2C)cc1Cn1nc(C)cc1C
50. O=C(NC1CCCCC1)NC1C2CC3CC(C2)CC1C3 (stereo not given)
51. CCOC(=O)C1(CCOc2ccccc2)CCN(Cc2cccc(OC)c2O)CC1
52. O=C(N/N=C/c1ccncc1)c1ccc(-n2cccc2)cc1
53. CN1C(=O)c2cc(NS(=O)(=O)c3cccc(F)c3)ccc2OC[C@@H]2O[C@@H](CC(=O)NCCN3CCCCC3)CC[C@H]21
54. FC(F)(F)c1ccc(C2[C@H]3CN(CC4CCCCC4)[C@H](c4ccccc4)C34CC2(c2cccnc2)C4)cc1 (stereo not given in full)
55. C[C@@H](NC(=O)C[C@H]1C=C[C@H](NC(=O)CN2CCOCC2)[C@H](CO)O1)c1ccccc1
56. COC(=O)c1cnc(Nc2nc(C(N)c3ccccc3Cl)cs2)nc1C(F)(F)F (stereo not given)
57. CCN(CC)CCNC(=O)c1ccc(NC(=O)c2ccc(C(=O)c3ccccc3)cc2)cc1
58. CC(C)C#Cc1ccc2c(c1)O[C@H](CN(C)C(=O)c1ccccn1)[C@@H](C)CN([C@@H](C)CO)S2(=O)=O
59. Cc1cc(C(=O)COC(=O)C23CC4CC(CC(O)(C4)C2)C3)c(C)n1C

assay / entry,46,47,48,49,50,51,52,53,54,55,56,57,58,59
LGR2 inh,-2,-1,0,3,-7,12,-11,14,3,10,-22,17,-1,-21
PAX8 inh HTS,-3,-8,7,-15,0,16,23,-17,8,-19,-52,/,/,-147
SIRT5 inh,-1,-8,/,0,-2,-1,-2,0,/,1,0,-1,4,-6
DENV2 CPE rescue,1,-10,-9,1,1,8,10,2,5,-9,1,4,-5,?
Casp6 inh,-2,3,1,6,-1,1,0,-2,/,1,-2,-14,0,7
EWS-Fli block,4,-1,3,19,-15,22,6,-5,-12,8,9,21,6,-69
ARNT TACC3 PPI,28,1,0,2,0,6,-1,-3,-5,6,/,5,6,/

Assay outcomes (PubChem)
